Shiga toxin inh: Shiga toxin inhibition | Vero cells, Shiga toxin protein synthesis inhibition reporter | inhibition, % at 38.7 µM | hit rate 9.2% among 290,000 | AID 2315; in the data active = inhibition mostly above about 28%, no sharp cut-off; inactive = mostly below about 43%; also: 0% is about no effect
LmPK inh: LmPK (Leishmania mexicana) enzyme inhibition. purified LmPK, Kinase-Glo ATP luminescence, 1 h. Potency, µM (top dose mostly 57.5 µM), for inactives: at the highest dose activity change, negative = inhibition, most hits filed as inhibitors. hit rate 0.37% among 290,000. AID 1721; also: potency is read from the fitted curve at half-maximal effect; % is scaled to controls: 0 for no effect and ±100 for the full control effect
Target sequence (Q27686 whole entry, looked up): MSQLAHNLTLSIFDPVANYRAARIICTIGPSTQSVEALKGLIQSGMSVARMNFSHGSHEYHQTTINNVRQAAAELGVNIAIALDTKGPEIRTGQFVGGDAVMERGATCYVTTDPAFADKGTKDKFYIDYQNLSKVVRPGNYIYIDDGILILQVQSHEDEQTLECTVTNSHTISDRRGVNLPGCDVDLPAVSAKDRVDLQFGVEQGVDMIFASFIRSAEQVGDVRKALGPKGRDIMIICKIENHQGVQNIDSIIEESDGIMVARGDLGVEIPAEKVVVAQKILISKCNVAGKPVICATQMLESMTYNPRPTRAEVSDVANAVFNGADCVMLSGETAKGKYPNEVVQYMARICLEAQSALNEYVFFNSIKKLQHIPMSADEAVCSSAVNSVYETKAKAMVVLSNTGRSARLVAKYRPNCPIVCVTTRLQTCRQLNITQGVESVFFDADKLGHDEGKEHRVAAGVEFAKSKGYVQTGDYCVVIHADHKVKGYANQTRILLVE
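ATP generated from ADP (0.1 mM) and PEP (0.5 mM) by 0.1 nM LmPK over 1 h at room temperature (pH 7.2 imidazole buffer) was detected by coupled luciferase luminescence. Values were normalized to uninhibited and no-enzyme wells.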
TbPYK inhibitor: inhibitors of Trypanosoma brucei pyruvate kinase; Q57TT1; TbPYK enzyme, Kinase-Glo Plus ATP luminescence, 45 min; Potency, µM (top dose mostly 76.8 µM), without a hit: at the top dose activity, negative = inhibition, actives largely listed as inhibitors; hit rate 0.12% among 410,000; AID 624173; also: potency is read from the fitted curve at half-maximal effect; % is scaled to controls: 0 for no effect and ±100 for the full control effect; nearly all actives have a fitted effect of over 50% in size
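Readout: single end-point luminescence (Kinase-Glo Plus, 10 min). Reaction conditions were TbPYK/substrate plus 130 uM ADP, 45 min at RT, pH 7.2 TEA buffer. No-enzyme wells served as controls, and data were normalized before concentration-response fitting.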
Cycloheximide cs: affects cycloheximide protein synthesis inhibition readout, counter-screen. hit rate 12% among 300,000. max response, %. cell reporter, cycloheximide protein synthesis inhibition counterscreen; in the data active = max response mostly above about 13%, no sharp cut-off; inactive = mostly below about 14%; also: read at 38.3 µM for the half of the compounds with a filed dose; 0% is about no effect
Pf growth 48h: P. falciparum growth inhibition at 48 hours (one generation) | P. falciparum luciferase growth in erythrocytes, 48 h | Potency, µM (doses to about 28.7 µM), for inactives: top-dose activity change, negative = inhibition, usual class: inhibitors | hit rate 5.9% among 310,000 | AID 504832; also: potency is read from the fitted curve at half-maximal effect; % is scaled to controls: 0 for no effect and ±100 for the full control effect
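Firefly luciferase activity from engineered P. falciparum reports growth; inhibitors lower the luminescent signal. Cultures contained 2% hematocrit erythrocytes at 0.1% final parasitemia.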
AmpC no deterg: blocks E. coli AmpC beta-lactamase in detergent-free assay; hit rate 0.52% among 330,000; P00811; AmpC nitrocefin hydrolysis, absorbance 480 nm, 0.0001% Triton; Potency, µM (highest dose often 57.1 µM), for the others: top-dose activity change, negative = inhibition, actives largely listed as inhibitors;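 also: potency is read from the fitted curve at half-maximal effect; plate controls were no compound for no effect and no enzyme for full effect; nearly all actives have a fitted effect of over 20% in size; some results filed as inactive show a strong effect at the top dose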
Target sequence (P00811 whole entry, looked up): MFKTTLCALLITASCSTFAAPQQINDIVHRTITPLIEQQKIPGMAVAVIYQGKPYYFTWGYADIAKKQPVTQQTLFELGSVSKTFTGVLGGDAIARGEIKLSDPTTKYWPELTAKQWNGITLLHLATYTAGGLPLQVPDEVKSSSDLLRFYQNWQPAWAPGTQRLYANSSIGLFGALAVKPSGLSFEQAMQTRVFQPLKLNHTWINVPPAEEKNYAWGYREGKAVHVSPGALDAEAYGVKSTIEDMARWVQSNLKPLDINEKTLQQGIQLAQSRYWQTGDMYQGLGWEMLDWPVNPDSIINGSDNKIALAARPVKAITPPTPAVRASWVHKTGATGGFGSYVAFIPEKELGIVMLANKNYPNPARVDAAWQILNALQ
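AmpC (5.3 nM in the dispensed reagent) in 20 mM phosphate pH 7.0 with 0.01% (detergent screen) or 0.0001% Triton X-100 was preincubated with compounds for 15 min at room temperature. Nitrocefin was then added from an 800 uM solution, and hydrolysis was followed at 480 nm.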
Pf growth 96h: P. falciparum growth inhibition at 96 hour, primary screen for plastid delayed-death inhibitors; P. falciparum luciferase reporter growth, 96 h; Potency, µM (series often up to 28.7 µM), inactives show top-dose activity change, negative = inhibition, most hits filed as inhibitors; hit rate 6.9% among 320,000; AID 504834; also: potency is read from the fitted curve at half-maximal effect; % is scaled to controls: 0 for no effect and ±100 for the full control effect
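Infected RBCs, 2% Hct / 0.05% parasitemia final; luciferase-reporter P. falciparum; cpd 96 h, 37 C, 5% CO2; luciferase detection reagent; luminescence.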
* = called active by the depositor; i = inactive; u = inconclusive; x = not tested or not shown; [ ] = dose if it differs, or a comment. Unless noted, calls follow the shape of the dose curve; as a rule, active = well fitted curve in the direction sought with a large enough effect; inconclusive = small, poorly fitted or top-dose-only effect, or another doubt; inactive = no such curve, though single readings can be large; an effect the other way counts as inactive or inconclusive.

SMILES	Shiga toxin inh	LmPK inh	TbPYK inhibitor	Cycloheximide cs	Pf growth 48h	AmpC no deterg	Pf growth 96h
CCOc1cc(C2C(C#N)=C(N)Oc3n[nH]c(-c4ccccc4)c32)ccc1O (stereo not drawn)	-1	4%	14%	10	43%[activator]	-14%	u
CC(=O)c1sc(NC(=O)COc2ccc(C)c(C)c2)nc1C	1	0%	7%	7	10%	1%	-16%
Cc1ccccc1NS(=O)(=O)c1ccc(C(=O)NCC(c2ccco2)N(C)C)cc1 (stereo not drawn)	x	x	-1%	x	u	-16%	-4%
Cc1ccc(COc2ccsc2-c2n[nH]c(=S)n2C)cc1	-12	-19%	x	-3	-28%	-32%	0%
Cc1cc(N(C)N)nc(NC(=O)NS(=O)(=O)c2ccccc2Cl)n1	21	1%	1%	16*	11%	-15%	20%
C/C=C/c1ccc(OCCCNC(C)CC)c(OC)c1 (stereo not drawn)	-3	-6%	0%	2	x	4%	6%
COc1ccc(/C=C2\Sc3ccc(C(=O)NCCCN4CCCC4)cc3N(C)C2=O)cc1OC	-8	-2%	3%	-3	u	146%[activator]	u
CC(C)(C)OC(=O)N/N=C/c1ccc(Br)cc1	105*	-3%	-1%	40*	172%[activator]	-18%	-3%
Cc1ccc(Cc2nc(-c3ccccn3)no2)cc1	69*	-7%	3%	41*	403%[activator]	-9%	i
COc1ccc(-c2cc(=O)oc3c(C)c(OC(C)C(C)=O)ccc23)cc1 (stereo not drawn)	-5	-6%	2%	-2	-14%	65%[activator]	-26%
O=C(c1ccccc1Cl)N(C(=O)c1ccccc1Cl)c1nccc(-c2cccs2)n1	1	0%	4%	-2	14%	-21%	8%
C=C(Cl)CSC(=S)N(CC)CC	x	x	2%	x	57%[activator]	-5%	-9%
Cn1cc(/C=C/C(=O)N2CCCC(C(=O)c3ccc(C(C)(C)C)cc3)C2)cn1 (stereo not drawn)	18	5%	-13%	9	-19%	165%[activator]	20%
COc1ccc(C(=O)OC2CCN(C)CC2)cc1	8	0%	-10%	8	6%	-13%	u
CC(C(=O)Nc1ccc(S(=O)(=O)N2CCOCC2)cc1)N(c1ccccc1)S(C)(=O)=O (stereo not drawn)	-25	-1%	-2%	-5	-9%	-8%	x
O=C(CSc1nnc(-c2cccnc2)n1-c1ccc(SC(F)F)cc1)N1CCCc2ccccc21	-7	3%	2%	-2	u	-2%	10µM*
CSCCC1NC(=O)N(CC(=O)Nc2cc(C)on2)C1=O (stereo not drawn)	x	x	1%	x	u	-10%	-20%
CCOc1ccc(C(=O)N/N=C/c2ccc(SC)cc2)cc1	0	2%	7%	-2	-28%	-15%	u
COCCC(=O)N1CCC(Oc2ccc(C(=O)N(C)C(C)c3ccon3)cc2)CC1 (stereo not drawn)	16	0%	-9%	-2	7%	13%	u
COCCn1nnnc1C(C(C)C)N1CCOCC1 (stereo not drawn)	1	-4%	-8%	0	-1%	-19%	8.3µM*
COCCCn1cnnc1SCc1nc2sc(C(C)=O)c(C)c2c(=O)[nH]1	-8	5%	4%	-3	52%[activator]	-17%	43%[activator]
CCOc1ccc(N(CC(=O)N2CCCCCC2)S(=O)(=O)c2ccc(C)cc2)cc1	42	-6%	0%	4	u	100%[activator]	u
CSCC[C@H](NC(=O)OCc1ccccc1)C(=O)O	-15	0%	-6%	7	13%	-19%	x
Cc1ccc(SCC(=O)NCCc2ccc(F)cc2)cc1	15	0%	0%	-2	14%	-4%	3%
COc1ccccc1OCC(=O)N/N=C1/SCC(=O)N1Cc1ccccc1	-10	-5%	-23%	-2	-7%	-6%	91%[activator]
(list continues)
SMILES	Shiga toxin inh	LmPK inh	TbPYK inhibitor	Cycloheximide cs	Pf growth 48h	AmpC no deterg	Pf growth 96h
O=CN1CCN(C2CC(=O)N(c3ccc(Br)cc3)C2=O)CC1 (stereo not drawn)	-8	0%	0%	2	7%	4%	8%
CCN(C(=O)c1cnc(OC)cc1C(F)(F)F)c1ccc(Cl)cc1Cl	21	2%	12%	5	-1%	43%	0%
COc1ccc(S(=O)(=O)N2CCN(CC(O)CN3CCOCC3)CC2)cc1 (stereo not drawn)	x	x	3%	x	u	-21%	u
CN(c1ccccc1C(=O)N1CCOCC1)S(C)(=O)=O	8	-1%	-1%	-4	8%	x	x
Cc1ccc(S(=O)(=O)NCCC(=O)O)cc1	-12	-1%	0%	0	x	-5%	0%
O=C(O)c1nnn(-c2cccc(C(F)(F)F)c2)c1-c1ccccc1	-5	0%	6%	0	11%	-17%	u
CCOc1ccc(C(C)=O)cc1N1C(=O)C2C3C=CC(C3)C2C1=O (stereo not drawn)	-7	8%	1%	-2	x	-7%	40%[activator]
C/C(=N/NC(=O)c1cnccn1)c1cccs1	93*	-24%	-18%	40*	134%[activator]	-20%	103%[activator]
CCOc1cccc(C2/C(=C(\O)c3ccc4c(c3)OCCO4)C(=O)C(=O)N2Cc2ccncc2)c1 (stereo not drawn)	-3	-6%	-5%	-4	108%[activator]	-24%	u
CCc1ccc(C(C(=O)NC2CCCC2)N(Cc2cccnc2)C(=O)c2csnn2)cc1 (stereo not drawn)	2	9%	-5%	-3	u	26%	u
COc1ccc(NC(=O)CCCn2c(=O)c3sccc3n(Cc3ccccc3C)c2=O)cc1	-23	4%	4%	-2	u	-11%	-22%
CCOC(=O)Cc1csc(NC(=O)COc2ccc3ccccc3c2)n1	13	1%	0%	12	u	-23%	u
Cc1ccccc1C(=O)N1CCCN(C(=O)c2ccccc2C)CC1	-15	-3%	-5%	-1	8%	-7%	u
CCC(C)NC(=O)c1cn(-c2cccc(OC)c2)c(=O)c2ccccc12 (stereo not drawn)	-5	-7%	1%	-1	-21%	-16%	12%
C#CCN(C)Cc1ccccc1	5	-6%	1%	-2	4%	-15%	23%
O=C(CN1CCN(Cc2ccccc2Cl)CC1)N/N=C/C=C/c1ccccc1[N+](=O)[O-]	-4	7%	-1%	-2	5%	26%	-7%
Cc1ccc(S(=O)(=O)Nc2ccc(C(=O)NCCCn3ccnc3)cc2)cc1[N+](=O)[O-]	x	x	-1%	x	27%	-29%	u
COC(=O)c1ccccc1Sc1c(/C=N/OC(=O)c2ccccc2)c(C(F)(F)F)nn1C	22	-7%	1%	5	-6%	-23%	x
CCc1cccc(NC(=O)COC(=O)c2cc(=O)c3ccccc3o2)c1	x	x	10%	x	22%	-17%	21%
C=CCNc1nc(N)c([N+](=O)[O-])c(NCCO)n1	12	3%	-5%	-2	-7%	2%	1%
O=C(O)Cc1ccc2[nH]c3ccc(CC(=O)O)cc3c2c1	9	-8%	-15%	-4	54%[activator]	-10%	22%
O=C(O)C(Cc1ccccc1)N1C(=O)CCC1=O (stereo not drawn)	-9	2%	-13%	-2	23%	-34%	34%
COc1ccc(/C=C2\C(=O)NC(=O)N(CCC3=CCCCC3)C2=O)c(OC)c1	1	1%	-2%	2	3%	-19%	310%[activator]
CN(CCCC1CCCC1)C(=O)CC1C(=O)NCCN1Cc1ccc(F)cc1 (stereo not drawn)	-9	6%	1%	-3	u	172%[activator]	u
Cc1nnc(SCC2=C(C(=O)O)N3C(=O)C(NC(=O)COc4ccccc4)C3SC2)s1 (stereo not drawn)	x	x	-16%	x	-9%	-15%	6%

Filtered by structure: the compounds so far with bromine.
SMILES	Shiga toxin inh	LmPK inh	TbPYK inhibitor	Cycloheximide cs	Pf growth 48h	AmpC no deterg	Pf growth 96h
CC(C)(C)OC(=O)N/N=C/c1ccc(Br)cc1	105*	-3%	-1%	40*	172%[activator]	-18%	-3%
O=CN1CCN(C2CC(=O)N(c3ccc(Br)cc3)C2=O)CC1 (stereo not drawn)	-8	0%	0%	2	7%	4%	8%

Next section.
SMILES	Shiga toxin inh	LmPK inh	TbPYK inhibitor	Cycloheximide cs	Pf growth 48h	AmpC no deterg	Pf growth 96h
CCN1CCCC1CNC(=O)c1cc2c(OC)c(OC)c(OC)cc2[nH]1 (stereo not drawn)	-6	1%	-1%	-5	u	4%	u
CCOCCc1c(O)[nH]c(=S)[nH]c1=O	16	-1%	-9%	-3	-15%	-24%	20%
O=[N+]([O-])C(=C1SCCS1)C(=C(Cl)Cl)N1CCCCC1	-19	2%	-22%	-4	-13%	-27%	27%
CC1CN(C(=O)Nc2ccc3c(c2)OCCO3)CC(C)O1 (stereo not drawn)	8	-3%	1%	18	47%[activator]	-12%	193%[activator]
CC1(C)C(C=C(Cl)Cl)C1C(=O)Nc1ccc(S(=O)(=O)Nc2ncccn2)cc1 (stereo not drawn)	3	-3%	3%	-2	14%	-38%	u
CSc1sc(C#N)c2c1/C(=N\O)CCC2	-12	4%	-1%	1	-1%	-22%	52%[activator]
Cc1cc(C)n(C(=O)c2ccc(NC(=O)CC(C)C)cc2)n1	10	8%	0%	3	31%[activator]	-15%	u
COc1ccc(/C=C2\C(=O)NC(=O)N(Cc3ccccc3)C2=O)c(OC)c1OC	-10	-7%	u	8	4%	-20%	108%[activator]
COc1ccccc1CCNC(=O)/C(=C/c1cccnc1)NC(=O)c1ccccc1	-9	2%	2%	-2	-11%	-23%	10µM*
Cc1cccn2c(=O)c3cc(C(=O)NCC4CCCO4)c(=N)n(Cc4cccnc4)c3nc12 (stereo not drawn)	-11	-2%	-1%	7	u	-11%	-1%
CC1CC(C)(C)NC(=S)N1CCC(=O)NCc1ccc(Cl)cc1 (stereo not drawn)	-8	-4%	4%	-2	-4%	-16%	44%[activator]
COc1cc(Nc2ncnc(N)n2)cc(OC)c1	-20	-1%	0%	-2	16%	-5%	11%
O=S(=O)(Nc1ccc2c(c1)OCO2)c1ccc(Br)s1	14	-12%	-10%	12	21%	-34%	x
CCOc1ccc(C(O)(c2ccccc2OC)C(CN2CCCC2)c2ccccc2)cc1 (stereo not drawn)	-12	-1%	6%	-2	u	24%	136%[activator]
O=C(NCc1cccnc1)C1CC(c2ccc(Cl)c(Cl)c2)=NO1 (stereo not drawn)	30	0%	0%	-3	2%	10%	u
CCC(C)NC(=O)CCC(=O)OC1O[C@H]2OC3(C)CC[C@H]4[C@H](C)CCC(C1C)C24OO3 (stereo partly drawn)	4	3%	9%	7	-72%	132%[activator]	-41%
O=C(NCc1n[nH]c(=S)n1Cc1ccccc1)c1ccc(Cl)cc1Cl	-10	-1%	u	-5	u	-38%	18%
COc1cc(NC(=O)CSc2nnc(C)s2)cc(OC)c1OC	-14	1%	-6%	-4	-1%	-18%	1%
CN(C(=O)c1ccncc1)C1CCCN(Cc2ccccc2F)C1 (stereo not drawn)	-9	-5%	-3%	-3	91%[activator]	63%[activator]	u

Single entries from above.
`O=C(c1ccccc1Cl)N(C(=O)c1ccccc1Cl)c1nccc(-c2cccs2)n1` in Shiga toxin inh: 1
`CC(C(=O)Nc1ccc(S(=O)(=O)N2CCOCC2)cc1)N(c1ccccc1)S(C)(=O)=O` (stereo not drawn) in TbPYK inhibitor: -2%
`CN(CCCC1CCCC1)C(=O)CC1C(=O)NCCN1Cc1ccc(F)cc1` (stereo not drawn) in Shiga toxin inh: -9
`CN(C(=O)c1ccncc1)C1CCCN(Cc2ccccc2F)C1` (stereo not drawn) in Shiga toxin inh: -9

Screening results: PubChem BioAssay, National Center for Advancing Translational Sciences (NCATS)

Rows were taken by chance. About 22% of those tested had a hit in this group.
